Screening data (PubChem)
SKN-1 block: C. elegans SKN-1 inhibition | 360,000 compounds, 0.49% hits | inhibition, % at 21.8 µM | C. elegans VP596 Pgst-4::GFP/RFP ratio, acrylamide-induced, 24 h;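 active = interference check ratio from 0.5 to 1.5 plus GFP to RFP signal ratio inhibition reaching or exceeding a fixed threshold, cut at about 30% in these data, passing the limit was not always enough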; note: some compounds called inactive have numbers as strong as hits
NRP1-CendR mod: modulators of CendR peptide binding to human neuropilin-1. 360,000 compounds, 0.85% hits. AID 602438. O14786. inhibition, % at 25 µM. FAM-RPARPAR peptide binding to NRP-1, fluorescence polarization;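 active = inhibition or corrected inhibition above about 18%, plus a signal ratio from 0.5 to 1.5, limit read from the data, passing the limit was not always enough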; note: strong numbers were not always called active
MT1-MMP act inh: blocks activation of human MT1-MMP; GFP/RFP ratio change, % at 20 µM; HT1080 RFP-PRO-GFP cells, GFP/RFP ratio fluorescence, overnight; percent of plate control window, DMSO zero; 360,000 compounds, 0.061% hits;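 active = GFP/RFP ratio change of at least 30% with cell ATP level not reduced by more than half and red fluorescence within 50% of control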; note: strong numbers were not always called active
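Assay system: HT1080 RFP-PRO-GFP cells. Benchmarks: DMSO vehicle wells and RFP-L50D-GFP reporter cell wells. Times: overnight cell settling, then overnight compound exposure, 37 °C, 5% CO2. Compound: 20 µM single dose, 1% DMSO. Read-out basis: GFP/RFP fluorescence ratio.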
DNMT1 block: DNMT1 (human) enzyme inhibition | P26358 | DNMT1 molecular beacon, Hinp1I cleavage, fluorescence | inhibition (reported as % activation of signal), % at 10 µM | 360,000 compounds, 0.83% hits; in the data active = inhibition above about 50%
Target sequence (P26358 504-1616 limits assumed): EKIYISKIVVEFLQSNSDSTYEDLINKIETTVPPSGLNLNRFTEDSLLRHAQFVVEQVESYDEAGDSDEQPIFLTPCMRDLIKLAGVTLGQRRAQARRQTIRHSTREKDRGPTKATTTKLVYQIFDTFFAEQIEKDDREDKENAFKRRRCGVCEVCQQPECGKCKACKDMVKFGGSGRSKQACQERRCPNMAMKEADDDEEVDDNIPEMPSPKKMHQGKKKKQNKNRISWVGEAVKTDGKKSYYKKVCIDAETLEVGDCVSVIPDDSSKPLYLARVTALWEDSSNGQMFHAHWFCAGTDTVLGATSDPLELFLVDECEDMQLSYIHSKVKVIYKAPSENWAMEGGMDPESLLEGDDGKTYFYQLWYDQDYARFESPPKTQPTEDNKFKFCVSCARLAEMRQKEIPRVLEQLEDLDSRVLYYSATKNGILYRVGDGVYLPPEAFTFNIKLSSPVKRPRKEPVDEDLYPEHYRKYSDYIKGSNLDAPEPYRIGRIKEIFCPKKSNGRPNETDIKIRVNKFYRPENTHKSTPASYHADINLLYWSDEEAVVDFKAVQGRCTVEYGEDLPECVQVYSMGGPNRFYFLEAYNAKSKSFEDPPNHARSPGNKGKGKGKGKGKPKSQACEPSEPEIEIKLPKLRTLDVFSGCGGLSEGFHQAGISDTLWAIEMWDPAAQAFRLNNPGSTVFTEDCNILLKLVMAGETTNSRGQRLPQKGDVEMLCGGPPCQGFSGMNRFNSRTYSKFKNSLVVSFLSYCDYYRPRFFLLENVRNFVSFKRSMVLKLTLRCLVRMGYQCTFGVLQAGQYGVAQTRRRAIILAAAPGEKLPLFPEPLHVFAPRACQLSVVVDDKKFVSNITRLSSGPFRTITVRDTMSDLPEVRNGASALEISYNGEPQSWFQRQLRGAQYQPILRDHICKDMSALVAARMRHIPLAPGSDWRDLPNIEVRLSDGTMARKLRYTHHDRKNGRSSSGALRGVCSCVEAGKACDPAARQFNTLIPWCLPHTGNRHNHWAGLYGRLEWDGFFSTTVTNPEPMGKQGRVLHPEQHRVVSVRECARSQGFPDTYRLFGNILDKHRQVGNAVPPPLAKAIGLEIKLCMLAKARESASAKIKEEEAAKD
NadD inh: blocks S. aureus nicotinate mononucleotide adenylyltransferase | purified NadD enzyme, colorimetric absorbance read-out | 360,000 compounds, 0.78% hits | inhibition, % at 20 µM; in the data active = inhibition above about 26%; note: some compounds past the cut are filed as inactive
SUMO1 PPI mod: SUMO1-SIM interaction modulation; SUMO1 binding to a labelled peptide, TR-FRET, 1 h; P63165; inhibition, % at 20 µM; 360,000 compounds, 0.33% hits; in the data active = inhibition above about 37%
LMPTP inh: LMPTP (human) inhibition; P24666; recombinant LMPTP-A, OMFP fluorogenic substrate, fluorescence intensity; inhibition, % at 20 µM; 360,000 compounds, 0.22% hits; AID 651560;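 active = compounds that cut the enzyme signal by at least half of the control window in the single-dose screen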;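 note: plate controls were DMSO wells with enzyme plus substrate for no effect and substrate without enzyme for full effect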
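Material: LMPTP-A; amount: 0.625 nM enzyme; doses: single 20 µM dose; times: reaction 50 min, room temperature, dark; technique: fluorescence intensity of OMFP turnover product; benchmarks: no-enzyme and uninhibited controls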
Scp-1 inhibitor: blocks human Scp-1 phosphatase activity; Recombinant Scp1, phosphopeptide, malachite green phosphate absorbance; inhibition, % at 20 µM; 340,000 compounds, 0.88% hits; AID 493091;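 active = inhibition above about 50% at 20 µM, limit read from the data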;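 note: plate controls were DMSO wells with enzyme for no effect and wells lacking enzyme for full effect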
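System: truncated SCP-1 phosphatase (76-261aa); medium: Tris acetate buffer pH 5.5 with MgCl2 and Tween-20; incubation: 45 min room-temperature reaction, 5 min colour, 30 min stabiliser; compound: single 20 µM dose, 1% DMSO; reagent: Phosphorylated 17-residue peptide substrate; read-out: % inhibition at 20 µM; technique: colorimetric free-phosphate detection, absorbance 630 nm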
STEP block: STEP (human) phosphatase inhibition | P54829 | recombinant STEP, OMFP fluorogenic substrate, fluorescence | inhibition, % at 20 µM | 360,000 compounds, 0.25% hits;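 active = inhibition at 20 µM, scaled per plate between control wells, above about 37%, limit read from the data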;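 note: 0% = DMSO with enzyme and substrate and 100% = substrate only without enzyme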
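Test system: STEP tyrosine phosphatase / Reagent: OMFP at 25 µM / Doses: 20 µM, 1% DMSO / Read-out: percent inhibition scaled to no-enzyme and uninhibited-enzyme controls, plate-pattern corrected / Detection: FITC-channel fluorescence of OMFP product / Medium: Bis-Tris buffer pH 6.0, 2.5 mM DTT, 0.005% Tween 20 / Schedule: 20 min at room temperature, dark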
Rpn11 block: blocks the human proteasome subunit Rpn11. human 26S proteasome, Ub4-pepOG fluorescence polarization; 20S core pre-blocked with epoxomicin. calls only at 20 µM. 360,000 compounds, 0.59% hits;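 active = inhibition at 20 µM, scaled to each plate's controls, above about 33%, limit read from the data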
* hit, by the source's call; i = inactive; . = not tested or not shown.

SMILES	SKN-1 block	NRP1-CendR mod	MT1-MMP act inh	DNMT1 block	NadD inh	SUMO1 PPI mod	LMPTP inh	Scp-1 inhibitor	STEP block	Rpn11 block
Cc1c(C(=O)N/N=C/c2ccoc2)cccc1[N+](=O)[O-]	10	-7	1	12	2	-2	1.5	25	4	i
CCNCC(=O)N1c2ccccc2CCc2ccc(NC(C)=O)cc21	-1	-7	8	3	-1	-4	-1.4	-1	-3	i
COc1ccc(-n2cnc3c(sc4nccc(N(C)C)c43)c2=O)cc1	20	1	-6	9	4	-8	-1.2	9	-1	i
Cc1ccc2c(c1)COc1c3ccc(C(=O)N[C@@H](CO)C(C)C)cc3nn1-2	-3	11	7	9	3	-20	-0.3	-3	0	i
CN(c1ccccc1)S(=O)(=O)c1ccc(C(=O)OCC(=O)NC(N)=O)cc1	0	-4	-3	1	-8	0	-0.6	3	-1	i
CCn1c2ccccc2c2cc(NC(=O)Cc3ccc(S(=O)(=O)N4CCOCC4)s3)ccc21	-60	4	2	-9	12	-1	5.1	12	1	i
COc1cc(OC)cc(C(=O)Nc2nc(CC(=O)NCc3ccccc3OC)cs2)c1	17	-3	-1	-5	2	5	1.7	7	0	i
CC1CCCCC1NC(=O)c1nnc(Cc2ccc(Cl)cc2)o1 (stereo not drawn)	-3	5	1	3	-2	1	2.7	-8	-2	i
O=C(CSc1nnc(-c2csc3c2CCCC3)o1)Nc1ccccc1	-5	8	-3	0	0	6	-0.8	-13	-2	i
Cc1ccccc1OCC(O)CN1C(=O)c2ccccc2C1=O (stereo not drawn)	5	1	-1	0	-8	-7	-0.2	-7	-4	i
CN1CCN(C(=O)c2ccc(CS(=O)Cc3ccc(Cl)cc3)o2)CC1 (stereo not drawn)	13	9	2	-3	2	7	-0.2	-1	-1	i
CCOC(=O)CSc1ccc(S(=O)(=O)N2CCC(C)CC2)cc1[N+](=O)[O-]	9	4	0	5	-9	-5	-1.2	-5	-2	i
COc1c(OC(C)=O)ccc(/C=C/c2ccc3cccc(OCc4ccccc4)c3n2)c1[N+](=O)[O-]	-3	-9	5	-8	17	5	3.3	16	3	i
Cn1c(=O)c2cc(NC(=O)NCCc3ccccc3)ccc2n1Cc1ccc(F)cc1	7	-2	24	-7	0	-4	0.8	.	0	i
COc1cccc(C2C(C(=O)c3ccc(C)o3)=C(O)C(=O)N2c2cc(C)on2)c1 (stereo not drawn)	1	-6	1	4	5	-13	-1.2	-8	0	i
O=C(NCCCN1CCCC1)c1ccc2c(c1)N(Cc1ccccc1F)C(=O)c1ccccc1S2=O (stereo not drawn)	1	4	-3	-5	-2	1	2.8	-13	2	i
O=C(C[n+]1cc(-c2ccc(Cl)c(Cl)c2)n2c1CCC2)c1cccs1	-13	-12	-1	-1	-3	-23	1.6	3	-3	i
COC(=O)/C=C1/SC(=Nc2ccc(Cl)c(Cl)c2)NC1=O	9	4	1	3	1	-2	-0.5	-7	-1	i
O=C(O)c1cc2n(n1)C(C(F)(F)F)CC(c1ccccc1)N2 (stereo not drawn)	-1	-2	3	-5	3	1	-2.1	3	-1	i
COCCn1c(-c2ccccc2)nc2ccccc21	14	3	3	1	0	3	0.2	-8	-2	i
CCOC(=O)c1nc2sc3c(c2c(=O)[nH]1)CCC(C)C3 (stereo not drawn)	-4	0	-2	1	1	-23	-0.7	-8	0	i
CN(C)CCN1CCN(C2CN(Cc3cn(Cc4ccc(C(F)(F)F)cc4)nn3)S(=O)(=O)C2)CC1 (stereo not drawn)	3	-7	3	.	-8	-11	-7.1	.	.	.
C=C1CN(CC(=O)OC)S(=O)(=O)c2ccccc21	-13	11	4	4	-1	-6	-0.4	-1	-5	i
O=[N+]([O-])c1ccc(-c2nnc(-c3ccccc3)c(N3CCOCC3)n2)cc1	4	2	10	-1	-1	-18	-0.1	-4	0	i
Cc1[nH][nH]c(=O)c1C(c1ccc(-c2ccc(Cl)c(Cl)c2)o1)c1c(C)[nH][nH]c1=O	-8	-17	-3	29	25	-5	4.8	-8	-6	i
SMILES	SKN-1 block	NRP1-CendR mod	MT1-MMP act inh	DNMT1 block	NadD inh	SUMO1 PPI mod	LMPTP inh	Scp-1 inhibitor	STEP block	Rpn11 block
CCN(CC)c1ccc2c(cc1=O)[C@@H](NC)CCc1cc(OC)c(OC)c(OC)c1-2	5	2	23	1	-3	-30	1.5	-2	0	i
CCOC(=O)[C@@H]1[C@H]2COc3ccc(Br)cc3[C@@H]2N2C(=O)N(c3ccc(C(F)(F)F)cc3)C(=O)[C@@]12C	-7	-4	-4	-11	1	8	0.9	-7	2	i
CCCOc1ccc(F)cc1-c1cc(C(=O)NCc2ccccc2OC)[nH]n1	-11	-12	-2	2	-1	3	3.5	.	1	i
Cc1ccccc1-n1c(SCC(=O)c2c(N)n(C)c(=O)n(C)c2=O)nnc1-c1cccnc1	4	-4	1	2	3	6	-0.9	2	-1	i
O=C(NN1CCOCC1)c1ccc([N+](=O)[O-])cc1	10	-9	0	2	-1	-14	-1.7	-5	1	i
Cc1cc(C)c(C(=O)COC(=O)c2ccc(NC(=O)CC#N)cc2)cc1C	14	-38	-2	-14	27	4	2.0	-12	2	i
O=C(CCN1C(=O)c2ccccc2C1=O)Nn1cnnc1	16	-10	3	0	-1	-6	0.0	1	-2	i
CN(C)S(=O)(=O)c1ccc(Cl)c(NC(=O)CSc2nnnn2-c2ccc(O)cc2)c1	-1	-2	-1	0	-11	4	0.3	4	-4	i
CCOc1ccc(Br)cc1S(=O)(=O)Nc1cccnc1	4	0	-4	2	4	-1	3.3	4	7	i
COc1cccc(COC(=O)c2ccc(S(=O)(=O)N3CCC(C)CC3)cc2)c1OC	-2	7	2	3	-5	1	3.5	-9	3	i
O=C(Cn1c(=O)cnc2ccccc21)N1CCN(S(=O)(=O)c2cccc([N+](=O)[O-])c2)CC1	-5	-1	3	1	-2	-26	-1.8	-1	0	i
CCCNS(=O)(=O)c1ccc(CCC(=O)Nc2ccc3c(c2)OCCO3)cc1	3	2	3	-2	-3	-5	-0.4	-5	-4	i
COc1cc(OC)c(C(=O)NC2CC(C)(C)NC(C)(C)C2)cc1OC	-27	5	4	1	1	2	1.1	9	-2	i
O=C(NNC(=O)c1ccccc1F)c1ccc(S(=O)(=O)N2CCCCC2)cc1	3	8	0	-2	3	-3	1.5	5	0	i
CSc1cc(-c2ccccc2)n(Cc2ccc(Cl)cc2Cl)c(=O)c1C#N	4	14	3	3	-7	4	0.2	-17	-3	i
CC(=O)Oc1ccccc1C(=O)Nc1ccccc1C(=O)N1CCCCC1	-4	2	1	2	-7	6	0.6	4	-2	i
CC1CCCC(C)N1C(=O)CSc1nnc(NC(=O)Cc2cccs2)s1 (stereo not drawn)	-6	1	-4	2	11	2	-0.3	-8	-3	i
CCc1ccc(NC(=O)CSc2nc(C)cs2)cc1	3	-3	1	3	-2	2	0.3	.	1	i
Cc1nn(-c2ccccc2)nc1C(=O)c1c(C)[nH]n(-c2ccccc2)c1=O	-16	-3	1	-2	8	18	-1.9	-12	1	i
COc1ccc(CC(=O)NCC2CCCN(Cc3ccccc3Cl)C2)cc1 (stereo not drawn)	-10	-8	1	2	3	-1	-0.7	-6	1	i
Cn1c(=O)cc(SCC(=O)NCC2CCCO2)c2ccccc21 (stereo not drawn)	26	10	6	2	8	-1	-0.9	2	-1	i
CCCC(=O)OCC(=O)Nc1ccc(N=Nc2ccccc2)cc1	18	2	3	-3	-5	-26	1.1	-5	-1	i
O=C(CO/N=C/c1ccccc1)N1c2ccccc2Oc2ccccc21	22	-11	-6	-8	-3	3	4.1	-11	2	i
COc1ccc(CCNC(=O)Cn2c(=O)n(-c3ccc(F)cc3)c(=O)c3sccc32)cc1OC	-11	-13	4	1	-3	-3	-0.9	-11	-1	i
O=C(N[C@@H](Cc1ccccc1)C(=O)N[C@@H](Cc1ccccc1)C(=O)O)OCc1ccccc1	-11	2	-1	0	-4	3	-0.8	-3	-2	i
CCN(Cc1nc2cc(Cl)ccc2c(=O)[nH]1)C(=O)c1cccc(NC(=O)c2cccs2)c1	-5	-1	1	-5	7	2	1.7	-10	-1	i

Nothing new here: eleven of the compounds above.
SMILES	SKN-1 block	NRP1-CendR mod	MT1-MMP act inh	DNMT1 block	NadD inh	SUMO1 PPI mod	LMPTP inh	Scp-1 inhibitor	STEP block	Rpn11 block
Cc1c(C(=O)N/N=C/c2ccoc2)cccc1[N+](=O)[O-]	10	-7	1	12	2	-2	1.5	25	4	i
CCNCC(=O)N1c2ccccc2CCc2ccc(NC(C)=O)cc21	-1	-7	8	3	-1	-4	-1.4	-1	-3	i
COc1ccc(-n2cnc3c(sc4nccc(N(C)C)c43)c2=O)cc1	20	1	-6	9	4	-8	-1.2	9	-1	i
Cc1ccc2c(c1)COc1c3ccc(C(=O)N[C@@H](CO)C(C)C)cc3nn1-2	-3	11	7	9	3	-20	-0.3	-3	0	i
CN(c1ccccc1)S(=O)(=O)c1ccc(C(=O)OCC(=O)NC(N)=O)cc1	0	-4	-3	1	-8	0	-0.6	3	-1	i
CCn1c2ccccc2c2cc(NC(=O)Cc3ccc(S(=O)(=O)N4CCOCC4)s3)ccc21	-60	4	2	-9	12	-1	5.1	12	1	i
COc1cc(OC)cc(C(=O)Nc2nc(CC(=O)NCc3ccccc3OC)cs2)c1	17	-3	-1	-5	2	5	1.7	7	0	i
CC1CCCCC1NC(=O)c1nnc(Cc2ccc(Cl)cc2)o1 (stereo not drawn)	-3	5	1	3	-2	1	2.7	-8	-2	i
O=C(CSc1nnc(-c2csc3c2CCCC3)o1)Nc1ccccc1	-5	8	-3	0	0	6	-0.8	-13	-2	i
Cc1ccccc1OCC(O)CN1C(=O)c2ccccc2C1=O (stereo not drawn)	5	1	-1	0	-8	-7	-0.2	-7	-4	i
CN1CCN(C(=O)c2ccc(CS(=O)Cc3ccc(Cl)cc3)o2)CC1 (stereo not drawn)	13	9	2	-3	2	7	-0.2	-1	-1	i
